PrPC TRFRET: cell surface PrPC inhibition, primary TR-FRET screen; TR-FRET read-out; inhibition, % at 13.8 µM; 0.43% of 370,000 active; in the data active means inhibition above about 24%; further: 0% = median of the test wells and 100% = reference compound wells
FadD28 FP inh: M. tuberculosis FadD28 bisubstrate binding inhibition. 0.22% of 360,000 active. FadD28 bisubstrate probe binding, fluorescence polarization. inhibition, % at 12.5 µM; in the data active means inhibition above about 8.5%, passing the limit was not always enough; inconclusive means no clear call, values can overlap the other calls
Yp Topo-I inh: Y. pestis Topo-I inhibition via cleavage products | 0.064% of 360,000 active | AID 504884 | Y. pestis Topo-I cleavage product accumulation, plate reader | activity, % at 10 µM; in the data active means activity above about 50%, passing the limit was not always enough; inconclusive means no clear call, values can overlap the other calls; further: inactives centre near 2
CCHF vOTU inh: CCHFV vOTU protease inhibition; Pep-AMC fluorescence; inhibition, % at 11.5 µM; 0.55% of 370,000 active; AID 651958; in the data active means inhibition above about 30%; further: 0% = vehicle wells with enzyme and 100% = no enzyme wells
BoNT-A LC inh2: BoNT A light chain protease inhibition; multiplex microsphere protease substrate cleavage, flow cytometry; inhibition, % at 10 µM; 0.17% of 360,000 active; AID 588499; further: plate controls were buffer without enzyme for full effect and enzyme alone for no effect
Anthrax LF prot: anthrax lethal factor protease inhibition; 0.12% of 360,000 active; P15917; multiplex microsphere protease cleavage assay, LF; inhibition, % at 10 µM; further: plate controls were buffer without enzyme for full effect and enzyme alone for no effect
Target sequence (P15917 whole entry, looked up): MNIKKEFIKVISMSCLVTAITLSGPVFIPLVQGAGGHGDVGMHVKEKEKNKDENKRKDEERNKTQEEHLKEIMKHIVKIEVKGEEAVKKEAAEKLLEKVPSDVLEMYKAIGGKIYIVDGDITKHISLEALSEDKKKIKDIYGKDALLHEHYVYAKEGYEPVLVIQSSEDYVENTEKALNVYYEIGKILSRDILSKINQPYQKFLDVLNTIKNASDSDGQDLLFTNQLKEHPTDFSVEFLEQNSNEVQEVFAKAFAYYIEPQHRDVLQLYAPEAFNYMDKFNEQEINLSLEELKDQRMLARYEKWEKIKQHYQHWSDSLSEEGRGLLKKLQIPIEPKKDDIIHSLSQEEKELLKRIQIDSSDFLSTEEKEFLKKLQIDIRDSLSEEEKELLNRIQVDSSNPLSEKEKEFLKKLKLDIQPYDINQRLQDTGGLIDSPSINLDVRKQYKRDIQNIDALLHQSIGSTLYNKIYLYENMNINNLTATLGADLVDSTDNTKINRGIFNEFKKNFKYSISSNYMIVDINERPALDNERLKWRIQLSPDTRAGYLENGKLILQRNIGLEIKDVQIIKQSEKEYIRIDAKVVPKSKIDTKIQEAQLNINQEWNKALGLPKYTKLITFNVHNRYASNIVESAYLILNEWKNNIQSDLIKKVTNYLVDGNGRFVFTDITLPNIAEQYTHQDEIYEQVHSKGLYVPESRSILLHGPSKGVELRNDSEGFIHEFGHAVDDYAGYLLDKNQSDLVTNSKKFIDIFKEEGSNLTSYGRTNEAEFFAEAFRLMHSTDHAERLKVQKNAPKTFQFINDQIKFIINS
TcdB inh: TcdB glycohydrolase inhibition. TcdB glycohydrolase enzymatic assay, plate reader. inhibition, % at 9.99 µM. 0.24% of 350,000 active. AID 652162; in the data active means inhibition above about 10%
BoNT F protease: BoNT F light chain protease inhibition. Multiplex microsphere protease cleavage assay, flow cytometry. inhibition, % at 10 µM. 0.22% of 360,000 active. AID 588497; in the data active means inhibition above about 35%, passing the limit was not always enough; inconclusive means no clear call, values can overlap the other calls; further: plate controls were buffer without enzyme for full effect and enzyme alone for no effect
PfHsp40 rescue: restores yeast growth despite PfHsp40 toxicity; S. cerevisiae expressing PfHsp40, growth rescue, ATP luminescence; growth rescue, % at 12.5 µM; 0.68% of 340,000 active; in the data active means growth rescue above about 28%, passing the limit was not always enough; inconclusive means no clear call, values can overlap the other calls;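 further: yeast W303a lacking pdr1 and pdr3 grown in galactose medium; growth measured after three days at 30 °C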
* marks the source's active call; other numbers are inactive results; ? = inconclusive; / = not tested or not shown. Unless noted, no stated cut-off is given here; in the data, active means inhibition above about 30%; inconclusive means no clear call, values can overlap the other calls; inactive means below that.

SMILES | PrPC TRFRET | FadD28 FP inh | Yp Topo-I inh | CCHF vOTU inh | BoNT-A LC inh2 | Anthrax LF prot | TcdB inh | BoNT F protease | PfHsp40 rescue
COc1ccc2oc(=O)c(C(=O)N3CCN(c4ccccc4C)CC3)cc2c1 | -5.8 | -0.9 | -5.8 | -4.7 | 1.2 | 1.7 | / | -6.6 | 0.9
COc1cc(CN(C(=O)c2ccco2)c2ccc(C)cc2)ccc1O | -5.5 | -1.0 | 1.6 | -0.9 | 0.4 | -4.1 | / | -0.6 | -0.3
O=c1[nH]c(C2CCN(S(=O)(=O)c3ccccc3C(F)(F)F)CC2)nc2c1nnn2Cc1cccc(F)c1 | 1.2 | -7.8 | 15.3 | -1.6 | -0.4 | 8.9 | 1.7 | -12.2 | 4.5
NC(=O)C[n+]1cccc(C(N)=O)c1 | 0.0 | -1.9 | 5.0 | -8.3 | -0.7 | -2.0 | 1.3 | -2.5 | 0.5
COc1cc(-c2nc(S(=O)(=O)c3ccc(Cl)cc3)c(N3CCOCC3)o2)cc(OC)c1OC | -5.0 | 0.6 | 6.5 | 9.8 | -0.8 | -7.9 | / | -4.3 | -0.8
O=C(/C=C/Nc1ccc(S(=O)(=O)Nc2cnc3ccccc3n2)cc1)c1ccccc1 | -5.1 | 0.1 | 21.2 | -9.7 | 1.2 | 0.1 | -0.4 | -2.9 | -0.9
CCCn1nc2cc(C(=O)NCCCCc3ccccc3)ccc2c1OCC | 0.8 | -0.8 | 35.0 | -33.5 | -0.4 | -3.6 | -1.3 | -13.9 | 3.0
Clc1cccc(-c2sc(Nc3ccccc3)n[n+]2-c2ccccc2)c1Cl | -2.6 | -0.2 | -2.1 | 2.6 | -0.1 | 3.8 | / | -3.1 | 4.1
COc1cc(C(=O)N/N=C/c2cc([N+](=O)[O-])cs2)cc(OC)c1OC | -14.3 | -1.5 | -3.5 | -0.8 | -0.8 | -0.7 | / | 0.4 | 1.5
O=C(CN1CCN(S(=O)(=O)c2ccc(Br)cc2)CC1)N/N=C/c1cccs1 | -6.2 | -3.6 | 24.4 | -2.6 | 0.1 | -1.2 | / | -1.0 | 1.1
O=C(c1cc(F)ccc1F)C1CCCN(C(=O)c2cccs2)C1 (stereo not drawn) | 7.0 | -4.2 | 7.9 | -0.6 | -0.7 | -2.5 | -0.9 | -0.4 | 5.3
CCOC(=O)c1c(C)c(C(=O)NCc2cccs2)c(C)n1CC | -56.9 | -3.0 | 11.3 | 6.9 | 0.9 | -0.8 | -1.3 | 2.1 | -1.1
CN(CCc1ccccn1)C(=O)CCC1CCCN(C(=O)c2cccc(N(C)C)c2)C1 (stereo not drawn) | -1.2 | -0.4 | -2.0 | 11.4 | 2.1 | -5.8 | 1.3 | -1.1 | 1.2
CC(=O)C1=C(C)NC(SCC(=O)c2ccc(Cl)c(Cl)c2)=C(C#N)C1c1ccco1 (stereo not drawn) | 9.8 | -3.0 | 12.6 | -7.8 | 11.3 | 9.6 | 1.7 | 5.6 | 1.4
O=C(NNc1cccc(Cl)n1)c1c(Cl)cccc1Cl | 1.3 | -0.1 | 8.7 | -2.5 | ? | ? | / | ? | -0.6
COCc1cc(C)nc(NC2CC(C)(C)NC(C)(C)C2)c1C#N | -1.5 | -3.9 | -12.7 | -54.8 | -6.1 | -3.2 | -1.4 | ? | -1.7
CCc1nnc(NS(=O)(=O)c2ccc(NC(=O)c3ccc(Br)cc3)cc2)s1 | 5.4 | -3.5 | -6.5 | 10.0 | -2.1 | -0.6 | 2.2 | -23.3 | 1.0
Cc1ccc(S(=O)(=O)CCC(=O)OCC(=O)NC(=O)c2ccccc2)cc1 | 1.5 | -1.1 | -8.8 | -4.4 | -153.6 | -38.2 | 0.4 | -243.7 | -2.2
COc1ccc(C2C(C(=O)N3CCOCC3)c3ccccc3C(=O)N2c2ccc(OC)cc2)cc1 (stereo not drawn) | -0.4 | 1.1 | 3.5 | -0.7 | -0.4 | -1.4 | / | 5.4 | -0.5
COc1ccccc1CC(=O)N1CCCc2cc(C)ccc21 | 2.5 | -1.7 | 9.6 | 8.8 | 0.7 | -1.3 | 0.6 | 0.2 | -0.7
CCC1=C2CC[C@H]3C(=O)N(CC)C(=O)[C@H]3[C@H]2[C@@]2(Cc3ccccc3)C(=O)N(Cc3ccccc3)C(=O)N2C1=O | -1.9 | 1.0 | 26.8 | 0.7 | 0.1 | 6.7 | / | -0.9 | -2.1
Oc1c(CN2CCN(c3ccccn3)CC2)cc(Cl)c2cccnc12 | / | -3.8 | 16.5 | / | 1.4 | 3.6 | / | 10.7 | 0.1
COc1ccc(S(=O)(=O)Nc2nc3ccccc3nc2NCC2CCCO2)cc1 (stereo not drawn) | -3.9 | 0.0 | 14.2 | -19.8 | -1.5 | -4.8 | 1.8 | -1.5 | -0.2
O=C(NC1CCCC1)c1cc(-c2ccc(Cl)cc2)on1 | -6.3 | -2.2 | 0.0 | 9.1 | -0.2 | 2.0 | -1.5 | 0.2 | -0.5
Cc1cc2nc(-c3ccc(SCC(=O)Nc4nccs4)nc3)[nH]c2cc1C | -8.9 | -6.2 | -0.3 | -2.9 | 0.5 | -0.4 | / | 2.2 | -1.8
Additional compounds.
SMILES | PrPC TRFRET | FadD28 FP inh | Yp Topo-I inh | CCHF vOTU inh | BoNT-A LC inh2 | Anthrax LF prot | TcdB inh | BoNT F protease | PfHsp40 rescue
Cc1ccc(/C=N/NC(=O)c2cc3c(ccc4ccccc43)o2)cc1[N+](=O)[O-] | 4.8 | -0.4 | -10.2 | 3.2 | -0.3 | -1.9 | / | -2.9 | -0.6
COc1cc2c(cc1OC)C(c1ccccc1)N(C(=O)CSCC(=O)O)CC2 (stereo not drawn) | -10.4 | 0.1 | 8.2 | 3.3 | -0.6 | -3.7 | 1.3 | -3.5 | 0.1
c1cc(-c2ccc3[nH]ccc3c2)n2ccnc2c1 | -0.9 | -4.7 | -3.5 | -28.5 | -0.2 | -6.0 | 1.6 | -5.2 | /
COC(=O)C(Cc1c[nH]c2ccccc12)NC(=O)c1cc(-c2ccc(OC)c(OC)c2)oc1C (stereo not drawn) | -5.2 | -0.7 | 6.0 | 10.7 | -1.1 | -6.9 | 0.6 | -3.3 | 2.9
CC1(C(=O)NS(=O)(=O)c2ccccc2Cl)CCN1C(=O)CC1CCCCC1 (stereo not drawn) | 7.8 | -1.4 | -2.8 | -0.2 | -0.2 | 1.2 | -1.9 | -3.9 | /
CC1=C(C)CC(C(=O)NCc2ccc3c(c2)OCO3)C(C(=O)O)C1 (stereo not drawn) | 2.8 | -0.2 | 3.6 | -12.5 | 0.6 | -2.2 | / | -2.6 | -1.4
CN(C)CCCN(C(=O)/C=C/c1cccs1)c1nc2c(F)cccc2s1 | -12.6 | -1.4 | -11.0 | 9.7 | 1.4 | 5.7 | -0.1 | -5.5 | 3.2
COc1ccc(CC2(CO)CCN(S(=O)(=O)c3sccc3C)CC2)cc1 | 4.5 | -4.8 | -9.3 | -5.4 | 6.3 | -6.3 | 3.9 | 37.9* | 0.3
O=[N+]([O-])c1cc2c(c(CSc3nnnn3-c3ccc(O)cc3)c1)OCOC2 | 3.0 | -4.7 | -7.3 | -8.8 | -0.1 | 2.6 | 3.0 | -13.2 | 0.6
C=C(C)c1nc2cc(OC)c(OC)cc2c(=O)o1 | -4.9 | -3.3 | 1.2 | -0.6 | -0.1 | -0.6 | / | -4.2 | -0.5
O=C(O)C1CSC(c2ccncc2)N1 (stereo not drawn) | / | 1.4 | 0.0 | / | -0.4 | 0.2 | / | 0.6 | -0.6
CC(C)c1nc(SCc2ccccn2)c2c(=O)n(C)c(=O)n(C)c2n1 | -0.4 | -2.3 | 2.8 | 18.1 | 0.1 | -12.2 | 0.7 | -1.1 | 0.2
Cc1ccc(C(=O)Nc2ncccc2C)cc1S(=O)(=O)N1CCOCC1 | 5.0 | -1.3 | -1.6 | -7.3 | 0.8 | -2.2 | 2.0 | -4.1 | -1.0
Cc1ccc(N(C(=O)c2ccco2)C(C(=O)NC2CCCC2)c2cccnc2)cc1 (stereo not drawn) | 1.1 | -1.6 | -2.9 | 0.2 | 0.3 | -2.9 | -1.6 | 9.7 | 0.3
O=C(/C=C/[C@H]1O[C@@H](n2cnc3c(NC(=O)c4ccccc4)ncnc32)[C@H](O)[C@@H]1O)NC1CCCCC1 | -3.1 | -0.8 | / | 0.7 | -0.2 | -0.2 | -0.3 | -10.9 | /
O=C(O)C(=Cc1ccccc1)Cc1ccccc1 | 2.3 | 0.4 | 4.5 | 6.9 | -0.5 | -0.8 | -0.9 | -4.9 | 2.1
O=C(CSc1nc2ccccc2c(=O)n1Cc1ccc(F)cc1)NCc1cccs1 | -2.9 | -3.5 | -4.4 | -7.4 | -0.3 | -0.3 | 1.4 | -0.5 | -1.7
COc1cc(NC(=O)CC2NCCNC2=O)cc(OC)c1 (stereo not drawn) | 4.9 | -0.8 | -0.3 | -5.8 | ? | -11.2 | / | 1.9 | 1.1
Cc1nn(-c2ccccc2)cc1/C=N/NC(N)=S | -1.3 | -2.4 | -2.8 | -0.1 | -1.8 | -15.2 | 1.2 | -11.9 | /
O=C1/C(=C\c2ccc(Cl)cc2Cl)N2CCC1CC2 | 8.1 | -2.6 | 3.4 | -5.7 | 0.6 | 6.5 | 0.0 | -2.0 | /
COc1cc(NC(=O)c2cccc(Cl)c2)c(OC)cc1NC(=O)CN1CCOCC1 | -6.0 | -1.3 | 31.3 | 6.0 | 0.5 | -2.0 | / | -11.6 | 7.6
Cc1ccccc1NC(=O)/C=C/c1cccc(C(F)(F)F)c1 | 4.0 | 0.1 | 3.7 | 4.0 | 1.0 | 3.8 | 0.7 | 0.9 | 2.5
O=C(Oc1ccc(-c2nnco2)cc1)N1CCOCC1 | 2.1 | -3.3 | 4.7 | 10.9 | 0.3 | 3.5 | / | 15.0 | 0.1
O=C(CCS(=O)(=O)c1ccc(F)cc1)Nc1nccs1 | -5.0 | -0.6 | -0.3 | -3.6 | 0.4 | -7.2 | 1.6 | 5.8 | /
CCOc1cc(CN2CCN(C(=O)Cc3ccccc3)CC2)ccc1OC | 0.8 | -0.8 | 6.4 | -15.9 | -2.1 | -9.6 | 1.0 | 27.0 | -1.5

Random excerpt: two entries already listed
SMILES | PrPC TRFRET | FadD28 FP inh | Yp Topo-I inh | CCHF vOTU inh | BoNT-A LC inh2 | Anthrax LF prot | TcdB inh | BoNT F protease | PfHsp40 rescue
O=C(/C=C/[C@H]1O[C@@H](n2cnc3c(NC(=O)c4ccccc4)ncnc32)[C@H](O)[C@@H]1O)NC1CCCCC1 | -3.1 | -0.8 | / | 0.7 | -0.2 | -0.2 | -0.3 | -10.9 | /
COc1cc2c(cc1OC)C(c1ccccc1)N(C(=O)CSCC(=O)O)CC2 (stereo not drawn) | -10.4 | 0.1 | 8.2 | 3.3 | -0.6 | -3.7 | 1.3 | -3.5 | 0.1

(list continues)
SMILES | PrPC TRFRET | FadD28 FP inh | Yp Topo-I inh | CCHF vOTU inh | BoNT-A LC inh2 | Anthrax LF prot | TcdB inh | BoNT F protease | PfHsp40 rescue
CCOC(=O)CSc1nc2c(c(=O)n(Cc3ccccc3Cl)c(=O)n2C)n1C | -5.9 | -1.6 | 6.3 | 3.5 | 1.5 | -2.0 | / | 27.4 | 1.1
CC(=O)NC(O)C(=O)c1ccccc1 (stereo not drawn) | -6.8 | -4.2 | -0.3 | -24.2 | 0.4 | -0.5 | / | -12.2 | -2.0
Cc1cc(C(=O)OCC(=O)N(C)c2ccccc2)c(C)o1 | -1.1 | -3.9 | 2.0 | -6.0 | -0.4 | 8.0 | -1.0 | -0.7 | -0.6
Cc1ccc(C2=NN(C(=O)CCCC(=O)O)C(c3ccc4c(c3)OCO4)C2)cc1 (stereo not drawn) | -6.2 | -1.5 | -14.2 | -10.3 | 2.5 | 1.1 | -0.7 | -6.2 | 0.5
Cc1ccccc1CSc1nnc(CCCCCNC(=O)OC(C)(C)C)o1 | 0.7 | -3.1 | 37.1 | 7.0 | -9.0 | ? | 0.4 | -7.1 | /
COc1ccc(CCNC(=O)CCn2c(=O)c3ccccc3n(CC(=O)NCC3CCCO3)c2=O)cc1OC (stereo not drawn) | -1.8 | -1.1 | 12.5 | 1.2 | -0.8 | 1.4 | 1.0 | -4.3 | -1.3
CN(C)/C(CN1CCN(C=O)CC1)=C1\N=C(c2ccccc2)OC1=O | -8.7 | -1.8 | 2.9 | 6.1 | 1.3 | 2.3 | / | 1.3 | -1.4
COc1ccccc1-c1nnc(NC(=O)CCS(=O)(=O)c2ccccc2)o1 | -3.4 | -3.9 | 0.8 | -8.7 | -6.6 | 0.5 | -0.1 | -17.1 | -1.1

Source: PubChem BioAssay
